Screening results: PubChem, Broad Institute
FN deposit inh: fibronectin deposition inhibition | AH1F fibroblasts, Alexa488-fibronectin deposition fluorescence, overnight | inhibition, % at 12.6 µM | 350,000 compounds, 0.086% hits;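 active = mean inhibition across replicates of 30% or more, regardless of how many single replicates reach that level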;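 note: positive control wells lacked labelled fibronectin entirely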
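Material – AH1F fibroblast monolayer, labelled fibronectin deposition · Reagent – labelled fibronectin 24 nM · Timing – 1 h adhesion, overnight exposure · Measured by – fluorescence at 485 nm excitation, 525 nm emission · Read-out – inhibition of fibronectin deposition signal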
Casp6 inh: inhibitors of human caspase-6; P55212; purified caspase-6, Z-VEID-R110 cleavage fluorescence; inhibition, % at 12.5 µM; 350,000 compounds, 0.53% hits; AID 686996;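 active = mean inhibition across replicates at least about 35%, with every replicate also reaching that limit, limit read from the data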;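 note: 0% = median of neutral control wells and 100% = no fluorescence left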
Target sequence (P55212 24-179 limits assumed): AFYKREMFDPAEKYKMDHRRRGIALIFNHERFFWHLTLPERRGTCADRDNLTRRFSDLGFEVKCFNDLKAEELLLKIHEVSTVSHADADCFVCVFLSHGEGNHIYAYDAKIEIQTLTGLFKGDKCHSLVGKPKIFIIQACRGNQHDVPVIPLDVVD
Target sequence (P55212 194-293 limits assumed): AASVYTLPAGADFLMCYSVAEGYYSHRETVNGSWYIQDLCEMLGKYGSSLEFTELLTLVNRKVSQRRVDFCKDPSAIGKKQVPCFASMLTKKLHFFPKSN
PAX8 inh HTS: lowers PAX8-driven luciferase in RMG-I cells | RMG-I TPO-luciferase reporter, SteadyGlo, 24 h | inhibition, % at 12.6 µM | 360,000 compounds, 1.2% hits;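 active = mean replicate inhibition at least 60% with every replicate also reaching 60%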;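 note: luciferase light reporting Pax8 driven TPO promoter activity; plate controls were median of neutral control wells for no effect and mitoxantrone controls for full effect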
PGC1a acetyl inh: modulators of PGC1a acetylation. U2OS PGC1a acetylation, AlphaScreen anti-acetyl-lysine; with virally co-expressed GCN5 acetyltransferase. inhibition, % at 15.6 µM. 350,000 compounds, 0.17% hits;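 active = every replicate shows inhibition of at least 40%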;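 note: 0% = neutral control wells and 100% = positive control wells; some results beyond the cut were filed as inactive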
EWS-Fli inh: blocks EWS/Fli oncoprotein-driven transcription | A673 NR0B1-luciferase reporter, viability-normalised | AID 651661 | 350,000 compounds, 0.67% hits | inhibition, % at 12.6 µM;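 active = mean inhibition of at least 50% after viability correction, with every replicate also passing that limit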;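 note: firefly luciferase signal divided by Alamar Blue viability fluorescence both relative to DMSO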
Cneo AK release: causes C. neoformans cell lysis. adenylate kinase release luminescence, 4 h; normalised: neutral wells 0, clomiphene wells 100. 360,000 compounds, 0.2% hits. lysis activity, % at 15 µM;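 active = mean lysis activity across replicates of at least 80%, whatever share of replicates individually reach that level; inactive = mean lysis activity below 80%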
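Material – log-phase Cryptococcus neoformans yeast cells · Input – 5 × 10^6 yeast cells/mL · Medium – fresh YPD growth medium · Doses – single compound concentration per well · Timing – static 4 h at 37 °C with compound, 1 h detection · Detection – adenylate kinase release luminescence · Read-out – signal increase indicating cell lysis · Control set – Clomiphene as positive lysis control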
LGR2 antag: inhibitors of bursicon-induced Drosophila LGR2 receptor cAMP signaling; HEK293 LGR2, CRE-luciferase, bursicon-stimulated, 4 h; inhibition, % at 9.99 µM; 380,000 compounds, 0.35% hits;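 active = drop in luminescence signal, shown as inhibition above about 50% in the replicate tests, limit read from the data, passing the limit was not always enough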;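 note: agonist challenge used bursicon conditioned medium at about half maximal strength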
miR122 inh: inhibitors of miR-122 in Huh7 cells; activation (reporter increase), % at 12.5 µM; 340,000 compounds, 0.3% hits; Huh7 miR-122 Renilla luciferase sensor, 48 h; neutral wells = 0, positive control = 100;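 active = mean replicate activation score at least 90 and every replicate individually at or above 90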;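 note: higher luciferase means less miR-122 activity so hits act as miR-122 inhibitors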
Starred values were filed as active, the others as inactive; · = no result given; [ ] = remark or other dose. Rows were taken by chance; overall some 2.5% were active at least once.

SMILES	LGR2 antag	PGC1a acetyl inh	Casp6 inh	EWS-Fli inh	miR122 inh	Cneo AK release	FN deposit inh	PAX8 inh HTS
CCN1C(=O)[C@H]2[C@@H](c3ccc(C(F)(F)F)cc3)N[C@]3(CCCN(Cc4ccc(OC)cc4)C3=O)[C@H]2C1=O	12	-10	3	5	-2	2	-4	-5
Cc1nc2scc(-c3cccs3)c2c(=O)n1CC(=O)O	3	3	·	·	0	7	·	·
CCOC(=O)/C(C#N)=C\c1ccco1	·	7	·	·	-10	1	9	-9
Cc1ccc(NC(=O)c2ncn(CCCNCc3ccccn3)n2)cc1C	-3	-4	-1	-11	-6	1	0	-14
CC1=CC(C)(C)NC(=S)N1C(C)c1ccccc1 (configuration not stated)	2	-8	-1	5	12	13	-4	27
N#Cc1c(-c2ccccc2F)cc(-c2cccnc2)nc1N	·	·	4	0	11	-2	11	-9
O=C(O)c1ccccc1-n1c(-c2ccccc2)cc2c1CCCC2=O	-12	3	4	-13	-4	-1	11	3
C[C@@H]1CCCCO[C@H](CN(C)C(=O)Nc2ccc(F)cc2)[C@H](C)CN([C@H](C)CO)C(=O)c2cc(NC(=O)c3ccncc3)ccc2O1	-8	1	-1	3	1[16.7 µM]	-3	11	1
CN1C(=O)c2cc(NC(=O)Cc3cccs3)ccc2OC[C@H]2O[C@H](CC(=O)O)CC[C@H]21	2	3	-2	12	3[16.7 µM]	57	-16	-2
Cn1c(SCC(=O)N2c3ccccc3Sc3ccccc32)nc2ccccc21	18	·	0	9	·	·	3	10
Cc1noc(C)c1S(=O)(=O)N(C)C[C@H]1Oc2ccc(NS(=O)(=O)c3ccccc3)cc2CC(=O)N([C@H](C)CO)C[C@@H]1C	-2	5	-6	-4	-1[16.7 µM]	-3	·	14
COC(=O)c1sc(N)c(C(=O)OC)c1COC(=O)CNS(=O)(=O)c1cccc(C#N)c1	-14	·	·	·	0	·	-3	31
CCC(=O)Nc1cc(OC)c(NC(=O)c2ccccc2)cc1OC	·	·	·	·	5	7	-19	9
CCCn1nc(C(=O)Nc2nnc(C3CC3)s2)c2ccccc2c1=O	-1	3	-3	2	3	1	-5	-15
CC(C)CC#Cc1cnc2c(c1)C(=O)N([C@@H](C)CO)C[C@@H](C)[C@@H](CN(C)Cc1ccccc1C(=O)O)O2	-13	-1	3	1	·	-14	-1	·
CC(C)CC#Cc1ccc([C@H]2[C@@H](CO)N3C(=O)CN(C(=O)c4ccccn4)C[C@H]23)cc1	-9	-10	17	15	·	·	0	·
Cc1ccc(NC(=O)CC(NCC2CCCO2)C(=O)O)cc1C (configuration not stated)	16	22	-1	-2	-4	-5	·	6
CCN1CCN(CCC2Oc3cc([N+](=O)[O-])ccc3NC2=O)CC1 (configuration not stated)	0	8	-1	-2	0	-2	5	15
Cc1ccc(S(=O)(=O)NCCS(=O)(=O)N2CCN(c3ccccc3)CC2)cc1	12	-2	0	0	2	-3	2	14
O=S(=O)(c1cccs1)N1CCCCN2[C@H](C1)[C@@H](c1ccc(Br)cc1)[C@@H]2CO	-1	-7	1	1	11[16.7 µM]	-2	·	6
O=C(c1nc2ccc(Cl)cn2c1CN1CCC(O)CC1)N1CCc2ccccc2C1	8	-3	2	3	2	0	6	·
O=C([C@H]1[C@H](CO)[C@H]2Cn3c(cccc3=O)[C@H]2N1CC1CCCCC1)N1CCOCC1	13	-2	2	·	·	·	·	-29
Cc1cccc(NC(=O)CCc2c(C)nc3ncnn3c2C)n1	·	5	·	·	2	0	-10	·
COCC#Cc1cnc2c(c1)C(=O)N([C@H](C)CO)C[C@@H](C)[C@@H](CN(C)C(=O)c1ccc(F)cc1)O2	30	-16	1	-10	-5[16.7 µM]	6	-8	·
O=C(CCSc1ccccc1)NC(=O)COC(=O)c1ccc(OC(F)F)cc1	-8	·	-3	0	·	·	3	-7
Oc1ccccc1C1=NN(c2ccccc2)C(c2ccc(F)cc2)C1 (configuration not stated)	-4	-2	0	-11	1	3	4	-7
O=C(C[C@H]1CC[C@H](NS(=O)(=O)c2ccc(F)cc2)[C@H](CO)O1)NC1CCCCC1	-3	22	0	2	·	0	0	5
COCC(C)NC(=O)c1nn(Cc2ccccc2)c(=O)c2ccccc12 (configuration not stated)	-17	·	-2	-7	-4	1	8	14
Cc1csc(Nc2ccc(Cl)cc2)[n+]1-c1ccc(Cl)cc1	-23	12	-1	-2	12	·	3	7
CCCC(C)NC(=O)COc1ccc(Sc2ccc(OCC(=O)NC(C)CCC)cc2)cc1 (configuration not stated)	-2	·	·	18	·	·	-4	2
Cn1c(CSCc2ccccc2)nnc1SCC(=O)Nc1ccc(C(=O)O)cc1	19	-9	2	10	·	·	14	-11
CCCn1nc(C(=O)Nc2ccc3c(c2)OCCO3)c2ccccc2c1=O	-24	1	-1	-38	-4	0	8	-28
Cc1nn(CC(=O)Nc2ccc3c(c2)nc2n3CCN(C3CCCCC3)C2)c(=O)c2ccccc12	2	6	2	-5	-5	1	-32	24
COc1ccc(S(=O)(=O)Nc2ccc3c(c2)C(=O)N([C@H](C)CO)C[C@@H](C)[C@@H](CN(C)CC2CC2)O3)cc1	9	-4	-3	4	5[16.7 µM]	5	-42	·
COc1cccc(CN(C(=O)c2cnccn2)C(C(=O)NC2CCCCC2)c2cc(OC)c(OC)c(OC)c2)c1 (configuration not stated)	-14	-2	4	-3	2	0	0	-8
COc1ccc(N2Cc3ccccc3/C2=N\C(=O)Nc2ccccc2)cc1	-9	3	1	-3	·	·	4	-22
O=C(NCC[C@@H]1CC[C@@H](NC(=O)C2CCC2)[C@H](CO)O1)c1ccc(F)cc1	-8	6	1	-6	·	57	-15	-20
C[C@@H]1CCCCO[C@@H](CN(C)S(=O)(=O)c2ccc(Cl)cc2)[C@@H](C)CN([C@H](C)CO)C(=O)c2cc(NS(=O)(=O)c3ccc(Cl)cc3)ccc2O1	-6	-1	·	-9	0[16.7 µM]	-15	5	-32
CO[C@H]1CN(C)C(=O)c2cc(NC(=O)NC3CCCCC3)ccc2OC[C@@H](C)NC[C@H]1C	9	·	-2	-6	5[16.7 µM]	12	-1	3
COC(=O)C[C@H]1CC[C@H]2[C@@H](COc3ccc(NC(=O)c4cccs4)cc3C(=O)N2C)O1	1	-11	-2	·	·	·	-1	-15
Cc1cc(C)c2c(n1)nn1c(-n3ccnc3)cc(C)nc21	·	3	·	·	-2	-1	16	-9
CN(C)C(=O)c1ccc(-c2ccc3c(c2)[C@H]2[C@H](CCN2C(=O)c2ccccc2)[C@H](CO)N3)cc1	-14	-3	3	-3	3[16.7 µM]	-5	8	18
O=C(Cn1c(=O)n(CC(=O)N2CCCCC2)c(=O)c2sccc21)NCc1ccccc1	5	3	2	·	3	·	-5	-5
CC1CC(=O)Nc2ccccc2N1S(=O)(=O)c1ccc(Br)cc1 (configuration not stated)	·	-11	·	·	-2	3	-6	2
O=C(CN1CCN(c2nc(-c3ccccc3)cs2)CC1)NNC(=O)c1ccc(Br)cc1	·	-12	·	·	3	0	0	·
O=c1[nH]c(=O)n(-c2ccc(F)cc2)c2c1C(C(F)(F)F)(C(F)(F)F)N=C(c1ccc(F)cc1)N2	31	·	-1	25	·	-1	7	15
COc1ccc(C)cc1NC(=O)NNC(=O)C(C)Oc1ccc(F)cc1Cl (configuration not stated)	-3	·	0	5	·	-7	1	13
O=C(O)c1ccc2c(=O)n(-c3ccc(F)cc3)c(=S)[nH]c2c1	5	9	-3	-10	-5	-2	-5	-2
CCCn1nc(NC(=O)C(C)(C)C)c2cc3cc(OC)ccc3nc21	23	-17	1	3	6	-3	-4	11
O=C(O)c1ccc(C=NNC(=O)c2ccccc2NS(=O)(=O)c2cccs2)cc1	8	6	2	-1	1	0	-17	-13
CCOC(=O)Cn1c(=O)oc2cc(S(=O)(=O)N3CCC(N4CCCCC4)CC3)ccc21	7	19	-10	5	2	2	-9	4
CCCN1C[C@@H](C)[C@@H](OC)CN(C)C(=O)c2cc(NC(=O)c3ccc(F)cc3)ccc2OC[C@@H]1C	14	-2	1	5	-3[16.7 µM]	-1	-4	·
CCCCOCCCNC(=O)C[C@@H]1C[C@@]2(C(=O)OCC)CCCC=C2N(Cc2cccc3ccccc23)C1=O	38	·	0	13	·	·	-11	13
Nc1nc(SCC(=O)OCc2ccccc2)[nH]c(=O)c1NC(=O)c1ccco1	10	9	3	6	6	0	-4	·
CC(=O)Nc1ccc(C(=O)N2CCN(C(=O)c3ccco3)CC2)cc1	1	2	1	7	·	1	·	·
CN(C(=O)c1ccc(Br)o1)C1CCCCC1	-17	3	0	-32	-4	0	9	-45

More compounds.
SMILES	LGR2 antag	PGC1a acetyl inh	Casp6 inh	EWS-Fli inh	miR122 inh	Cneo AK release	FN deposit inh	PAX8 inh HTS
Cc1nc(Cl)c2c(n1)NC(=O)CO2	2	5	-2	11	-2	-1	2	-5
Cc1ccc(NC(=O)C(=O)N2CCCC2)cc1Cl	-68	·	-3	-99	·	·	·	-124
COc1ccc(N2C(=O)CC(N(CCc3ccccc3)C(=O)c3ccccc3)C2=O)cc1 (configuration not stated)	-2	·	2	-3	·	·	5	9
Cc1ccccc1CN1[C@@H](C)[C@H](c2ccccc2)Oc2cccc(NCCc3ccccc3)c2S1(=O)=O	-3	·	1	4	·	·	3	-13
Cc1cccc(Oc2coc3cc(OC(=O)c4cncc(Br)c4)ccc3c2=O)c1	-4	·	0	-15	·	0	-3	-47
COc1ccc(/C=N/Nc2nncn2N)cc1Br	-1	69*	14	-1	-3	1	8	3
Cc1ccccc1C(=O)NCC(=O)N1CCN(C/C=C/c2ccccc2)CC1	-21	3	-2	13	·	-4	-1	1
C[C@H]1CN([C@@H](C)CO)C(=O)c2cc(-c3ccc(C#N)cc3)cnc2O[C@@H]1CN(C)Cc1ccccn1	-18	-7	0	-5	0[16.7 µM]	-1	-1	·
CC(=O)Nc1ccc(S(=O)(=O)N2C(C)CCCC2C)cc1 (configuration not stated)	17	-6	-1	-4	-9	2	-4	-24
COc1ccc(-c2ocnc2C(=O)Nc2ccccc2N2CCCCC2)cc1	·	-16	·	·	1	5	-2	18
O=C(CN1CCCCC1)Nc1ccccc1Cl	2	·	6	-4	13	·	0	-14
O=C(CN1C(=O)NC2(CCCCC2)C1=O)Oc1ccc2ccc(=O)oc2c1	·	2	-2	0	-3	1	-13	-4
O=C(COc1ccc(Cl)cc1)Nc1cccc(S(=O)(=O)NCc2ccco2)c1	-12	1	6	-3	15	2	-5	-12

Already shown: an excerpt of the list.
SMILES	LGR2 antag	PGC1a acetyl inh	Casp6 inh	EWS-Fli inh	miR122 inh	Cneo AK release	FN deposit inh	PAX8 inh HTS
Cc1ccccc1C(=O)NCC(=O)N1CCN(C/C=C/c2ccccc2)CC1	-21	3	-2	13	·	-4	-1	1
C[C@H]1CN([C@@H](C)CO)C(=O)c2cc(-c3ccc(C#N)cc3)cnc2O[C@@H]1CN(C)Cc1ccccn1	-18	-7	0	-5	0[16.7 µM]	-1	-1	·
CC(=O)Nc1ccc(S(=O)(=O)N2C(C)CCCC2C)cc1 (configuration not stated)	17	-6	-1	-4	-9	2	-4	-24
COc1ccc(-c2ocnc2C(=O)Nc2ccccc2N2CCCCC2)cc1	·	-16	·	·	1	5	-2	18
